LGR2 inh: inhibitors of bursicon-induced Drosophila LGR2 receptor cAMP signaling | AID 720647 | HEK293 LGR2, CRE-luciferase, bursicon-stimulated, 4 h | hit rate 0.35% among 380,000 | inhibition, % at 9.99 µM;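 active = drop in luminescence signal, shown as inhibition above about 50% in the replicate tests, limit read from the data, passing the limit was not always enough; inconclusive = probably only some replicates passing the limit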;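 also: agonist challenge used bursicon conditioned medium at about half maximal strength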
PAX8 inh HTS: inhibitors of PAX8 transcriptional activity in RMG-I cells | inhibition, % at 12.6 µM | hit rate 1.2% among 360,000 | RMG-I TPO-luciferase reporter, SteadyGlo, 24 h;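 active = mean replicate inhibition at least 60% with every replicate also reaching 60%; inconclusive = only one of the two criteria is met; inactive = mean below 60% and not all replicates reaching 60%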;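 also: luciferase light reporting Pax8 driven TPO promoter activity; plate controls were median of neutral control wells for no effect and mitoxantrone controls for full effect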
EWS-Fli inh: EWS/Fli transcriptional activity inhibition. AID 651661. A673 NR0B1-luciferase reporter, viability-normalised. hit rate 0.67% among 350,000. inhibition, % at 12.6 µM;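 active = mean inhibition of at least 50% after viability correction, with every replicate also passing that limit; inconclusive = mean reaches 50% but only one of two replicates passes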;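 also: firefly luciferase signal divided by Alamar Blue viability fluorescence both relative to DMSO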
SIRT5 block: sirtuin-5 (human) deacylase inhibition. AID 652115. Purified SirT5, succinyl-peptide AMC, trypsin-coupled fluorescence. Q9NXA8. hit rate 1.1% among 330,000. inhibition, % at 15 µM; in the data active = inhibition above about 15%; inconclusive = no clear call, values can overlap the other calls
Target sequence (Q9NXA8 whole entry, looked up): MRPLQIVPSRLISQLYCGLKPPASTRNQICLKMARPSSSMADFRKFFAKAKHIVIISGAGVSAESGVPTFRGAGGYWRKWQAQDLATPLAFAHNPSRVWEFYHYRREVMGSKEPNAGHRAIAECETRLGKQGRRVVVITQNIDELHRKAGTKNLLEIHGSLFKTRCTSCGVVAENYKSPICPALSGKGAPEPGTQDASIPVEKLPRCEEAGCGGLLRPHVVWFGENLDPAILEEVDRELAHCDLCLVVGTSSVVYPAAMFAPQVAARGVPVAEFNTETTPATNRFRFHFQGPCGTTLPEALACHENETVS
DENV2 CPE rescue: protects cells from dengue virus 2 cytopathic effect; DENV2-infected cells, cytopathic effect rescue, plate reader; CPE inhibition, % at 9.99 µM; hit rate 1.7% among 350,000; AID 651640; in the data active = CPE inhibition above about 20%, passing the limit was not always enough; inconclusive = no clear call, values can overlap the other calls; tested in BHK-21 cells;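 also: 0% = median of neutral control wells and 100% = median of positive control wells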
ARNT-TACC3 inh: ARNT/TACC3 interaction disruption. AlphaScreen His-ARNT PAS-B/GST-TACC3 binding, luminescence; TACC3 fragment carries E629A point mutation. inhibition, % at 9.99 µM. Q9Y6A5. hit rate 0.66% among 390,000;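 active = mean inhibition of replicates at least 50% and at least half of replicates each reaching 50%; inconclusive = half or more replicates reach 50% but mean below 50%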;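 also: 0% = complete ARNT plus TACC3 wells and 100% = ARNT alone without TACC3; many hits fall short of the cut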
Casp6 inh: caspase-6 (human) enzyme inhibition; AID 686996; inhibition, % at 12.5 µM; P55212; purified caspase-6, Z-VEID-R110 cleavage fluorescence; hit rate 0.53% among 350,000;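 active = mean inhibition across replicates at least about 35%, with every replicate also reaching that limit, limit read from the data; inconclusive = only one of the two criteria met; inactive = neither criterion met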;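 also: 0% = median of neutral control wells and 100% = no fluorescence left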
Target sequence (P55212 24-179 limits assumed): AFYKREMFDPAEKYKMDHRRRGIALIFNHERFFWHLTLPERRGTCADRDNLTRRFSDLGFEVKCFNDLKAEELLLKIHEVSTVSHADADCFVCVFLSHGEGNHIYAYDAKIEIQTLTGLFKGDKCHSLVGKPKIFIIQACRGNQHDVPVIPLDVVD
Target sequence (P55212 194-293 limits assumed): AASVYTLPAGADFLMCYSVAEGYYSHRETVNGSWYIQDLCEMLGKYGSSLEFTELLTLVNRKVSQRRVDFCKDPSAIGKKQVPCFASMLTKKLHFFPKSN
* marks the source's active call; other numbers are inactive results; ? = inconclusive; / = no result given; & = joins results of further samples.

SMILES	LGR2 inh	PAX8 inh HTS	EWS-Fli inh	SIRT5 block	DENV2 CPE rescue	ARNT-TACC3 inh	Casp6 inh
Cc1cc(CNC(=O)Cc2ccccc2)c2ccccc2n1	9	-27	-19	0	3	31	1
CCOC(=O)c1ccc2c(c1)C(=O)N(C1CCCCC1)C2=O	/	/	10	0	1	3	-1
COC(=O)Cn1cc(C(=O)C(F)(F)F)c2ccccc21	-10	15	5	2	-1	-1	2
O=[N+]([O-])c1ccccc1S(=O)(=O)Nc1ccc(S(=O)(=O)Nc2nccs2)cc1	18	10	16	0	?	4	-2
CCOC(=O)N1CCN(C(=O)CN2C(=O)NC(c3ccccc3)(c3ccccc3)C2=O)CC1	2	2	4	-3	11	-2	-1
C#CCNC(=O)C1=C[C@@H](c2ccc3c(c2)OCO3)C[C@@H](OCCCCO)O1	1	-34&-7	-13&-36	1&1	-14&1	4	3&2
CCOC(=O)NC1=NCC(C)S1 (stereo unspecified)	-11	-25	13	-4	1	8	2
CC1CCN(CC(=O)N2c3ccccc3CC2C)CC1 (stereo unspecified)	9	0	-1	0	4	-8	2
O=C(COC(=O)C1COc2ccccc2O1)NC(=O)NC1CCCC1 (stereo unspecified)	-7	/	/	-25	/	-4	-1
COc1ccc(C(=O)/C=C/c2cccs2)c(OC(=O)N2CCOCC2)c1	14	18	-24	1	-6	-4	3
COc1ccc(S(=O)(=O)Nc2cccc3c2O[C@@H](CN(C)C)[C@H](C)CN([C@@H](C)CO)C3=O)cc1	20	-13	-3	-2	-8	-13	-2
CCOC(=O)c1cc(-c2ccc(OC)cc2)n(CCC(=O)NC2CCN(Cc3ccccc3)CC2)c1C	-9	4	6	-2	13	/	-6
CC1CC(=O)N(CC(=O)Nc2cccc(F)c2)c2ccccc2S1(=O)=O (stereo unspecified)	-11	5	/	2	16	-1	0
COc1ccc(OCC(=O)Nc2c3c(nn2-c2ccc(OC)cc2)CS(=O)(=O)C3)cc1	6	/	-6	-4	-6	2	2
COc1cccc(C(=O)N2C[C@H]3[C@@H](c4ccccc42)[C@@H](CO)N3C(=O)c2cccc(F)c2)c1	-5	6	-1	0	-9	-9	-1
COc1ccc(/C=C/C(=O)NC(=S)N2CCCCC2)cc1OC	4	-8	-3	/	3	38	0
CCOC(=O)N1CCN(C(=O)Cn2ncc3ccccc32)CC1	7	-5	2	/	9	-2	34
CC1CCCCC12NC(=O)N(CC(=O)NCc1ccco1)C2=O (stereo unspecified)	3	-3	1	-5	3	1	0
O=C(CNC(=O)c1ccc(Br)o1)NC1CCCCC1	4	-6	/	0	-3	-1	-4
O=C(C[C@@H]1C[C@H]2c3cc(NC(=O)CC4CC4)ccc3O[C@H]2[C@H](CO)O1)NCc1cccnc1	1	/	-3	3	-3	-5	-2
Cc1cc(C)c(NC(=O)c2c[nH]c(=S)n2-c2ccc(F)cc2)c(C)c1	2	6	-3	11	4	-1	-1
CC(C)CCC(CCNCc1ccccn1)c1ccc2c(c1)OCO2 (stereo unspecified)	2	5	14	-4	5	8	-1
Cc1cccc(-n2ncc3c2CCCC3NC(=O)CCN2Cc3ccccc3C2=O)c1C (stereo unspecified)	11	-1	2	-1	1	-2	-4
C=CCOc1cccc(C2/C(=C(/O)c3ccc4c(c3)CC(C)O4)C(=O)C(=O)N2CCN2CCOCC2)c1 (stereo unspecified)	-4	-6	/	-2	4	10	3
NC(=S)Nc1ncc(CCN2CCOCC2)c(-c2ccc(F)cc2)n1	14	-2	-1	-4	-2	-7	-4
C[C@@H]1CN([C@H](C)CO)C(=O)c2cc(NC(=O)c3ccncc3)ccc2O[C@@H]1CN(C)C(=O)Nc1ccccc1	-2&-13	-10	-4&-12	-5&3	-7&-8	1&8	-3&-4
Cc1c(Cl)cccc1NC(=S)NCC(c1cccnc1)N(C)C (stereo unspecified)	16	15	3	2	/	-8	-1
O=C(C[C@@H]1C=C[C@H](NS(=O)(=O)c2ccccc2)[C@H](CO)O1)N1CCN(c2ccccc2)CC1	-12	-9	-3	-1	0	/	1
Cc1ccc2c(CC(=O)Nc3cccc(S(=O)(=O)N4CCOCC4)c3)coc2c1	-2	-20	0	-9	5	-1	-2
O=C(O)c1ccc(NN=Cc2cc(=O)[nH]c(=O)[nH]2)cc1	-7	-11	-12	5	2	2	0
Cc1cc2oc(=O)cc(C)c2cc1NC(=O)CCC(=O)O	0	/	4	-2	-1	2	-1
COc1ccc(NC(=O)N(C)C[C@@H]2Oc3ccc(NC(=O)Nc4ccc(C(F)(F)F)cc4)cc3C(=O)N([C@H](C)CO)C[C@@H]2C)cc1	13	-7	3	/	-8	-4	/
COc1ccc(CCNC(=O)c2c(C)nc3ccccn23)cc1	3	6	4	5	4	-2	4
COc1ccc(OC)c(S(=O)(=O)Nc2cccc3c(O)cccc23)c1	11	15	17	-1	-4	/	5
O=C(Nc1ccc(F)cc1)N[C@@H]1C=C[C@@H](CC(=O)N2CCOCC2)O[C@@H]1CO	22	6	-4	1	?	/	1
Cc1ccc(S(=O)(=O)NC(=NC(Cc2ccccc2)C(=O)O)c2ccccc2)cc1 (stereo unspecified)	-2	3	4	-1	4	5	4
COc1ccc(C2(CNS(=O)(=O)c3ccccc3)CCOCC2)cc1	-8	2	-8	-1	18	0	0
CCn1c(SCc2cccc(C(=O)O)c2)nnc1-c1ccc(Cl)cc1	0	-10	11	-4	-2	5	0
Cc1csc2c(SCC(=O)NNC(=O)C(Cl)Cl)ncnc12	-28	9	-9	/	5	10	1
CCOn1c(=O)c(-c2cc3ccccc3o2)[n+]([O-])c2ccccc21	-58	/	/	-2	/	/	-1
O=C(CSc1cn(CC(=O)N2CCCC2)c2ccccc12)NCC1CCCO1 (stereo unspecified)	7	9	2	-6	19	-3	0
CCC1CN(C(=O)NCc2ccc(F)cc2)c2cc(C)ccc2O1 (stereo unspecified)	6	-5	21	-2	5	6	2
COc1ccc(-c2ccc([C@@H]3[C@@H](C#N)N(C(=O)C4CCCC4)[C@H]3CO)cc2)cc1	3	-19	-10	-12	10	5	2
C[C@@H]1CN([C@H](C)CO)S(=O)(=O)c2ccc(C#Cc3cccnc3)cc2O[C@@H]1CN(C)C(=O)Nc1ccc2c(c1)OCO2	-8	6	4	3	7	2	3
CCC(=O)N1[C@H](CO)[C@H](c2ccc(C3=CCCC3)cc2)[C@H]1CNC(=O)CN(C)C	12	-4	-8	/	10	-2	/

14 consecutive compounds out of the list so far:
SMILES	LGR2 inh	PAX8 inh HTS	EWS-Fli inh	SIRT5 block	DENV2 CPE rescue	ARNT-TACC3 inh	Casp6 inh
O=C(O)c1ccc(NN=Cc2cc(=O)[nH]c(=O)[nH]2)cc1	-7	-11	-12	5	2	2	0
Cc1cc2oc(=O)cc(C)c2cc1NC(=O)CCC(=O)O	0	/	4	-2	-1	2	-1
COc1ccc(NC(=O)N(C)C[C@@H]2Oc3ccc(NC(=O)Nc4ccc(C(F)(F)F)cc4)cc3C(=O)N([C@H](C)CO)C[C@@H]2C)cc1	13	-7	3	/	-8	-4	/
COc1ccc(CCNC(=O)c2c(C)nc3ccccn23)cc1	3	6	4	5	4	-2	4
COc1ccc(OC)c(S(=O)(=O)Nc2cccc3c(O)cccc23)c1	11	15	17	-1	-4	/	5
O=C(Nc1ccc(F)cc1)N[C@@H]1C=C[C@@H](CC(=O)N2CCOCC2)O[C@@H]1CO	22	6	-4	1	?	/	1
Cc1ccc(S(=O)(=O)NC(=NC(Cc2ccccc2)C(=O)O)c2ccccc2)cc1 (stereo unspecified)	-2	3	4	-1	4	5	4
COc1ccc(C2(CNS(=O)(=O)c3ccccc3)CCOCC2)cc1	-8	2	-8	-1	18	0	0
CCn1c(SCc2cccc(C(=O)O)c2)nnc1-c1ccc(Cl)cc1	0	-10	11	-4	-2	5	0
Cc1csc2c(SCC(=O)NNC(=O)C(Cl)Cl)ncnc12	-28	9	-9	/	5	10	1
CCOn1c(=O)c(-c2cc3ccccc3o2)[n+]([O-])c2ccccc21	-58	/	/	-2	/	/	-1
O=C(CSc1cn(CC(=O)N2CCCC2)c2ccccc12)NCC1CCCO1 (stereo unspecified)	7	9	2	-6	19	-3	0
CCC1CN(C(=O)NCc2ccc(F)cc2)c2cc(C)ccc2O1 (stereo unspecified)	6	-5	21	-2	5	6	2
COc1ccc(-c2ccc([C@@H]3[C@@H](C#N)N(C(=O)C4CCCC4)[C@H]3CO)cc2)cc1	3	-19	-10	-12	10	5	2

Further records follow.
SMILES	LGR2 inh	PAX8 inh HTS	EWS-Fli inh	SIRT5 block	DENV2 CPE rescue	ARNT-TACC3 inh	Casp6 inh
CN(CCc1ccccc1)C(=O)c1cccc(NC(=O)Cc2cccc(NC(=O)C3CCCN(C(=O)C4CCCC4)C3)c2)c1 (stereo unspecified)	14	4	-3	-3	-5	-1	4
COc1ccc(CCNC(=O)c2ccccc2C(=O)NCCc2ccc(OC)cc2)cc1	/	-11	-32	-1	14	-4	6
COc1ccccc1NC(=O)c1cc(N2C(=O)C3C4CCC(C4)C3C2=O)ccc1Cl (stereo unspecified)	-1	2	5	4	-3	11	-1
COc1ccc(CNC(=O)COC(=O)c2ccc(S(=O)(=O)NCc3ccco3)cc2)cc1	35	-7	-3	3	5	-6	33
COc1ccc(-n2nnnc2SCC(=O)c2ccc3c(c2)OCCO3)c(OC)c1	-19	/	-7	27*	-6	2	1
Cc1cc(O)c(C)c(O)c1/C=N/NC(=O)c1cccnc1	19	44	-10	-1	-12	10	-2
COC(=O)C1C(c2ccc(OC)cc2)Nc2nnc(C(F)(F)F)n2C1(C)O (stereo unspecified)	8	5	-1	-1	-3	-7	3
Cc1cc(S(=O)(=O)N2CCCC(C(=O)Nc3ccc(C(=O)O)cc3)C2)ccc1Cl (stereo unspecified)	8	-2	-5	-3	-1	-28	0
CC(C)CC(=O)Nc1ccc(S(=O)(=O)NCc2ccco2)cc1	8	/	/	-7	/	-6	6
CCOc1ccc(NC(=O)CN(C)C(=O)C(C)N2C(=O)c3ccccc3C2=O)cc1OCC (stereo unspecified)	5	4	-5	0	-6	-1	2
CN(C)C(=O)[C@H]1[C@H](CO)[C@H]2Cn3c(ccc(C4=CCCC4)c3=O)[C@@H]1N2CC1CCOCC1	10	/	-5	-7	0	-7	1
O=C(Nc1nccs1)c1c(O)c2c([nH]c1=O)CCCC2	-43	-90	-93	-2	1	-4	0
COc1ccc(-c2nc(SC(CC(=O)NCCN3CCOCC3)c3cccs3)n[nH]2)cc1 (stereo unspecified)	7	5	-1	-2	2	3	2
O=C(CSc1nc(Cc2ccccc2)nc2ccccc12)c1ccc2c(c1)OCCO2	-16	/	/	/	/	26	2
CN(C)CCCNC(=O)[C@H]1[C@H](CO)[C@H]2Cn3c(ccc(-c4cccc(F)c4)c3=O)[C@H]2N1C	8	-22	-7	-5	2	/	/
COCC(=O)Nc1ccc2c(c1)OC[C@H](C)N(C(=O)c1cnccn1)C[C@@H](C)[C@H](OC)CN(C)C2=O	-32	-8	-8	-14	-3	-8	-4
CC1CC1C(=O)Nc1ccc(S(=O)(=O)N2CCCCC2)cc1 (stereo unspecified)	-27	6	14	-1	-2	0	0
Cc1ccc(S(=O)(=O)N[C@@H]2CC[C@@H](CCn3cc(C4CCCC4)nn3)O[C@H]2CO)cc1	-10	7	/	-2	1	/	-8
C[C@@H]1CN([C@@H](C)CO)C(=O)c2cc(NC(=O)Nc3ccccc3)ccc2O[C@@H](C)CCCCO[C@@H]1CN(C)Cc1ccccc1	2	-18	-7	7	-14	2	2

Screens deposited in PubChem by Broad Institute.
